# From PubChem
# KRASV12 cytotoxicity: cytotoxicity in KRAS-transformed pancreatic duct cells, primary screen, cell-based, fluorescence, HTS (AID 431); HPDE-C7K KRASV12 cells, Alamar Blue viability, 48 h; higher % means a stronger effect; cytotoxicity, % at 10 µM; hits with a dose series show EC50 in µM; 63,000 compounds, 1.7% hits;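 active = compounds whose percent cytotoxicity in the single-dose primary screen, scaled between solvent and toxic-drug controls, exceeds 50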;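 also: 0% = DMSO solvent wells and 100% = doxorubicin-treated wells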
# Spn DPM-DC inh: S. pneumoniae DPM-DC inhibitors, primary screen, biochemical, PK/LDH-coupled NADH fluorescence; purified DPM-DC; 65,000 compounds, 0.49% hits; calls only at 10 µM;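 active = the 320 compounds with the highest percent inhibition in the single-dose primary screen, excluding strongly autofluorescent ones, cut at about 32% in these data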;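 also: kinetic rate of NADH fluorescence loss reporting ADP formed by the decarboxylase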
# Alkaline phosphatase: human TNAP enzyme inhibitors, biochemical, luminescent (AID 518). Alkaline phosphatase, tissue-nonspecific isozyme (Homo sapiens). purified TNAP enzyme, luminescent substrate readout; higher % means a stronger effect. one-dose inhibition, % at 20 µM; IC50 in µM for titrated hits. 64,000 compounds, 0.09% hits; in the data active = a potency from the dose series; inactive = the rest, 99 in 100 with inhibition below about 22%;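 also: plate controls were vehicle for no effect and reference inhibitor for full effect; many of its hits are not listed in these tables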
# HT1080 cytotoxicity: cytotoxicity in HT1080 fibrosarcoma cells, cell-based, fluorescence readout (AID 620); HT1080 viability, fluorescence; higher % means a stronger effect; cytotoxicity, % at 10 µM, or EC50 in µM where a hit was titrated; 87,000 compounds, 0.42% hits;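 also: cells exposed to compound overnight then 4 h with Alamar Blue; 0% = vehicle DMSO and 100% = killing control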
# Bfl-1 displacement: Bfl-1 inhibitors, primary screen, biochemical, fluorescence polarization, FITC-Bid, mouse (AID 432). 64,000 compounds, 0.02% hits. Bcl-2-related protein A1 (Mus musculus). one-dose displacement, % at 20 µM; IC50 in µM for titrated hits. FITC-Bid BH3 peptide fluorescence polarization displacement; higher % means a stronger effect; in the data active = a potency from the dose series; inactive = the rest, 99 in 100 with displacement below about 15%; also: strong numbers were not always called active
# HPDE-C7 cytotoxicity: cytotoxicity in HPDE-C7 cells, cell-based, fluorescence, HTS (AID 430); 63,000 compounds, 1.8% hits; HPDE-C7 pancreatic duct cells viability, fluorescence; higher % means a stronger effect; cytotoxicity, % at 10 µM; hits with a dose series show EC50 in µM;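 also: cells exposed to compound for 48 hours before viability readout; 0% = vehicle and 100% = reference cytotoxic drug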
# Spn PMK inh: S. pneumoniae PMK inhibitors, primary screen, biochemical, mevalonate pathway, pilot trial included | AID 539, 2006 | purified PMK, PK/LDH-coupled NADH absorbance 340 nm | inhibition, % at 10 µM | phosphomevalonate kinase (Streptococcus pneumoniae D39) | 65,000 compounds, 0.49% hits;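 active = top-ranked compounds by inhibition in the single 10 µM screen, taking a fixed number of the strongest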;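 also: 0% = full reaction with DMSO carrier and 100% = background rate without enzyme reaction; no value below 0 was filed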
# LYP phosphatase: LYP phosphatase inhibitors, primary screen, biochemical, DiFMUP fluorescence, recombinant catalytic domain, 10 µM (AID 606); Tyrosine-protein phosphatase non-receptor type 22 (Homo sapiens); recombinant LYP catalytic domain, DiFMUP fluorescence; higher % means a stronger effect; inhibition, % at 10 µM, or IC50 in µM where a hit was titrated; 52,000 tested, under 10 active;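 active = IC50 under 40 µM in the dose-response test; inactive = IC50 of 40 µM or more, or never dose-tested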
# Spn MK inh: S. pneumoniae MK inhibitors, primary screen, biochemical, PK/LDH-coupled NADH absorbance; AID 555, 2006; purified MK, PK/LDH-coupled NADH absorbance 340 nm; inhibition, % at 10 µM; 65,000 compounds, 0.48% hits;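 active = ranked among the strongest by inhibition in the single 10 µM screen, a fixed top-ranked set picked for dose follow-up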; also: no value below 0 was filed
# Spn PMK inh pilot replicates: also measured in Spn PMK inh; calls as there; inhibition, %; measured here: pilot screen replicates
# Spn MK inh pilot replicates: also measured in Spn MK inh; calls as there; inhibition, %; measured here: pilot screen replicates
# Spn DPM-DC inh pilot screen %: also measured in Spn DPM-DC inh; calls as there; inhibition, %; measured here: pilot screen trials
# Numbers without * were called inactive; i = inactive; · = no result given; + = active, no number. Rule as the data show it, unless noted: active = cytotoxicity above about 50%; inactive = the rest.
SMILES,KRASV12 cytotoxicity,Spn DPM-DC inh,Alkaline phosphatase,HT1080 cytotoxicity,Bfl-1 displacement,HPDE-C7 cytotoxicity,Spn PMK inh,LYP phosphatase,Spn MK inh,others
CC1CCC(n2c(=S)[nH]c3ccccc3c2=O)CC1 (stereo not drawn),-18%,i,6%,-8%,0%,-22%,5,-4%,4,
CCC(=O)NC1(C(F)(F)F)C(=O)NC(C)=C1C#N (stereo not drawn),6%,i,9%,-7%,-3%,-4%,13,·,1,Spn PMK inh pilot replicates=1.5;Spn MK inh pilot replicates=2.5;Spn DPM-DC inh pilot screen %=1.5
Cc1ccc(NC(=O)CS(=O)CC(=O)N(C2CCCC2)C(C)C(=O)NC2CCCCC2)cc1 (stereo not drawn),1%,i,5%,0%,-2%,0%,12,-1%,6,
CSc1cc(C)nc(NC(C)=O)n1,1%,i,3%,-1%,-1%,-1%,10,-7%,0,
CCCCn1cnc2c(c1=O)c1nc3ccccc3nc1n2Cc1ccc2c(c1)OCO2,18%,·,9%,-1%,2%,21%,0,0%,2,Spn PMK inh pilot replicates=2.0;Spn MK inh pilot replicates=0.0
CCOc1ccc(-n2cnnn2)cc1S(=O)(=O)N1CCCCC1,18%,i,1%,8%,-11%,11%,12,3%,8,
O=C1c2ccc(Oc3ccc4c(c3)C(=O)N(CCCCO)C4=O)cc2C(=O)N1CCCCO,-6%,i,2%,-4%,0%,-9%,12,·,16,
Cc1cc(C)cc(NC(=O)CSc2nnc(Cc3cccn3C)n2-c2ccc(F)cc2)c1,23%,i,15%,-1%,-2%,21%,9,-2%,7,Spn PMK inh pilot replicates=0.0;Spn MK inh pilot replicates=0.5;Spn DPM-DC inh pilot screen %=0.0
c1cc(-c2nc3cc(Cc4ccc5oc(-c6ccncc6)nc5c4)ccc3o2)ccn1,-15%,i,6%,-2%,3%,-26%,2,7%,0,
O=C(CSc1nncc2ccccc12)N1CCOCC1,8%,i,-6%,-3%,-6%,-13%,1,7%,10,
Cc1nc(N2CCN(C(=O)c3ccco3)CC2)c2oc3ccccc3c2n1,10%,i,14%,5%,-3%,12%,0,·,9,
CN1CCN(C(=O)C2CC(c3c(F)cccc3Cl)=NO2)CC1 (stereo not drawn),·,i,4%,2%,-2%,·,6,13%,10,
Cc1ccnc(N2CCN(c3cc(C)c(C#N)c4nc5ccccc5n34)CC2)c1,-11%,i,5%,15%,-16%,-11%,5,-2%,11,
O=C1C2C3CCCC3=C3CCCC3C2C(=O)N1c1ccccc1 (stereo not drawn),-2%,i,9%,-2%,0%,-3%,3,62%,8,
COc1cccc(NC(=O)CN(c2cccc(C(F)(F)F)c2)S(C)(=O)=O)c1,12%,i,17%,21%,-2%,2%,0,-5%,5,
CC1=C(C(=O)NC(C)c2ccc3c(c2)OCCO3)C2(CCC(C)CC2)OC1=O (stereo not drawn),2%,i,10%,11%,-5%,11%,1,5%,8,
O=C(c1ccco1)N1CCN(C(c2ccccc2Cl)c2nnnn2Cc2ccco2)CC1 (stereo not drawn),9%,i,3%,-7%,-12%,10%,13,3%,8,
N#Cc1cc(-c2ccccc2)oc1NC(=O)c1ccco1,-12%,i,8%,8%,-8%,-8%,0,5%,0,
COc1ccc(C(=O)CCN2CCCCCC2)cc1,-8%,i,13%,-5%,-4%,20%,0,20%,10,
Cn1c(CCC(=O)Nc2ccc(N3CCOCC3)cc2)nc(=O)c2ccccc21,·,i,9%,4%,-4%,·,13,·,0,
Cc1cc(C)n(CC2CC(=O)N(c3ccc(F)c(Cl)c3)C2=O)n1 (stereo not drawn),-13%,i,2%,5%,3%,-3%,10,0%,6,
CCNc1nc(Oc2ccc(C(=O)OCC)cc2)nc(SC)n1,2%,i,6%,·,-7%,-4%,1,18%,5,
CCCNc1nc2c(c(=O)n(C)c(=O)n2C)n1CCC(C)C,0%,i,10%,-18%,0%,-2%,0,8%,6,
CCCCCSc1nc(C)c(CC(=O)O)c(=O)[nH]1,-15%,i,3%,-2%,-11%,-20%,0,·,5,
CCN1C(=O)/C(=C\N2CCN(c3ccccc3)CC2)SC1=S,-17%,i,8%,0%,6%,-14%,8,·,11,

# 7 entries from above, sorted by SMILES length, low to high:
SMILES,KRASV12 cytotoxicity,Spn DPM-DC inh,Alkaline phosphatase,HT1080 cytotoxicity,Bfl-1 displacement,HPDE-C7 cytotoxicity,Spn PMK inh,LYP phosphatase,Spn MK inh,others
O=C(CSc1nncc2ccccc12)N1CCOCC1,8%,i,-6%,-3%,-6%,-13%,1,7%,10,
CC1CCC(n2c(=S)[nH]c3ccccc3c2=O)CC1 (stereo not drawn),-18%,i,6%,-8%,0%,-22%,5,-4%,4,
CCC(=O)NC1(C(F)(F)F)C(=O)NC(C)=C1C#N (stereo not drawn),6%,i,9%,-7%,-3%,-4%,13,·,1,Spn PMK inh pilot replicates=1.5;Spn MK inh pilot replicates=2.5;Spn DPM-DC inh pilot screen %=1.5
CN1CCN(C(=O)C2CC(c3c(F)cccc3Cl)=NO2)CC1 (stereo not drawn),·,i,4%,2%,-2%,·,6,13%,10,
Cc1ccnc(N2CCN(c3cc(C)c(C#N)c4nc5ccccc5n34)CC2)c1,-11%,i,5%,15%,-16%,-11%,5,-2%,11,
CCCCn1cnc2c(c1=O)c1nc3ccccc3nc1n2Cc1ccc2c(c1)OCO2,18%,·,9%,-1%,2%,21%,0,0%,2,Spn PMK inh pilot replicates=2.0;Spn MK inh pilot replicates=0.0
COc1cccc(NC(=O)CN(c2cccc(C(F)(F)F)c2)S(C)(=O)=O)c1,12%,i,17%,21%,-2%,2%,0,-5%,5,

# Carrying on.
SMILES,KRASV12 cytotoxicity,Spn DPM-DC inh,Alkaline phosphatase,HT1080 cytotoxicity,Bfl-1 displacement,HPDE-C7 cytotoxicity,Spn PMK inh,LYP phosphatase,Spn MK inh,others
O=C1CC(c2ccco2)CC(O)=C1C=NCCO (stereo not drawn),-10%,i,4%,-4%,0%,5%,13,17%,9,
COc1ccc(CNC(=O)c2cc3c(C)nc4ccccc4c3o2)c(OC)c1,1%,i,-1%,-6%,5%,-2%,4,15%,4,
CCOC(=O)c1nnn(-c2nonc2N)c1CSc1ccc(C)cc1,-9%,i,5%,14%,-2%,-3%,11,·,0,
Cc1nc2ccccc2c(=O)n1/N=C/c1ccccn1,-1%,i,6%,13%,6%,-3%,8,2%,10,
COc1ccc(N2C(C)=CS/C2=C(/C#N)c2nnc(N3CCOCC3)n2-c2ccccc2)cc1,0%,+,6%,2%,-4%,0%,74*,·,78*,
CN(C)CCCOC(=O)c1ccc(Cl)cc1Cl,5%,i,4%,22%,-6%,4%,2,-15%,0,
O=C(c1ccco1)N1C(=O)c2cccc3c(S(=O)(=O)N4CCCC4)ccc1c23,-8%,i,4%,7%,-4%,-10%,5,19%,6,
Cn1c(=O)c2c(nc(Br)n2Cc2ccccc2Cl)n(C)c1=O,1%,i,-12%,2%,-2%,-3%,2,·,8,
Cc1cc(C)c2c(C)nn(C3CCCCC3)c2n1,8%,i,21%,-3%,1%,-8%,1,4%,4,Spn PMK inh pilot replicates=0.0;Spn MK inh pilot replicates=0.0;Spn DPM-DC inh pilot screen %=0.0
CC1=C(C)CC2C(=O)N(c3cccc4ccccc34)C(=O)C2C1 (stereo not drawn),12%,i,17%,4%,0%,8%,12,6%,10,Spn PMK inh pilot replicates=2.0;Spn MK inh pilot replicates=1.5;Spn DPM-DC inh pilot screen %=0.0
O=C(CSCCc1ccccn1)Nc1ccccn1,0%,i,6%,3%,-5%,-3%,6,·,2,
Cc1cc(C)cc(N(CC(=O)NCc2ccc3c(c2)OCO3)C(=O)CCC(=O)Nc2ccccn2)c1,-4%,i,2%,-5%,-10%,-16%,15,-3%,0,
CCc1nccn1S(=O)(=O)c1ccc2ccc(C)cc2c1,0%,i,14%,-8%,-7%,-3%,8,12%,0,Spn PMK inh pilot replicates=0.0;Spn MK inh pilot replicates=1.0;Spn DPM-DC inh pilot screen %=0.0
Cc1sc2c(c1C)c(=O)n(-c1ccccc1)c1nnc(C)n21,-5%,i,-2%,-10%,-7%,-2%,0,·,0,
CN1C(=O)C2(Nc3ccccc3-c3nc4ccccc4n32)c2ccccc21 (stereo not drawn),-6%,i,12%,8%,-8%,-10%,13,-1%,6,
O=C(CCN1CCN(Cc2ccccc2)CC1)Nc1cccc(Cl)c1,27%,i,12%,-12%,-1%,8%,15,-1%,12,
CNC(=O)CN(c1cccc(Br)c1)S(C)(=O)=O,-6%,i,11%,-7%,-4%,-10%,8,7%,5,
O=C(CCc1ccccc1)Nc1c(F)c(F)c(F)c(F)c1F,-8%,i,8%,-5%,-8%,-12%,0,7%,20,
CC(C)CCOc1ccc(C(=O)NCCC(=O)N2CCOCC2)cc1,-15%,i,2%,5%,-5%,-26%,9,·,8,
Clc1cc(Cl)c(OCc2nc(-c3ccccn3)no2)cc1Cl,-7%,i,11%,-1%,1%,6%,0,8%,14,
COCCCN(C(=O)c1ccco1)c1nc(-c2cc(OC)ccc2OC)cs1,-11%,i,2%,-12%,-3%,-11%,9,·,7,
O=C(O)CCC(=O)Nc1nc(-c2ccccc2)cs1,4%,i,0%,7%,0%,2%,14,11%,2,Spn PMK inh pilot replicates=6.0;Spn MK inh pilot replicates=1.5;Spn DPM-DC inh pilot screen %=0.0
CCC(=O)N1CCN(c2cc3c(cc2F)c(=O)c(C(=O)O)cn3CC)CC1,-13%,·,11%,-16%,3%,-8%,5,·,0,
CC(C)CNC(=O)NC1C(NC(=O)NCC(C)C)N(C)C(=O)N1C (stereo not drawn),·,i,11%,12%,-10%,·,5,·,8,
CN1CCN(C(=O)CN(c2cccc(Cl)c2)S(=O)(=O)c2ccccc2)CC1,8%,i,8%,2%,-8%,11%,9,·,8,
CCCCOC(=O)CSc1nc(N)c(C#N)c(-c2ccc(OCC)cc2)c1C#N,17%,i,10%,-19%,-6%,5%,3,7%,7,
